# Screening data from PubChem.
# STAT1 activator: STAT1 signaling activators, primary screen, cell-based, HTS, luciferase reporter; activation (% of control), % at 5.5 µM; NIH 3T3 STAT1-luciferase reporter, IFN-gamma, luminescence; 100% = IFN-gamma alone, no compound; 200,000 tested, 2.6% active;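 active = activation above the screen-wide mean activation plus 3 SD, cut at about 130% in these data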;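 also: raw ratio to IFN-gamma control signal so 100% means no change and 0% no light; values of inactives mirror those of a sister screen read the other way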
# APP 5'UTR act: activators of APP 5'UTR luciferase reporter, primary screen, SH-SY5Y cells. 190,000 tested, 1% active. activation, % at 2 µM. AID 1276, 2008. SH-SY5Y APP 5'UTR luciferase reporter, luminescence; zero percent = DMSO vehicle wells;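 active = activation above a set limit, based on mean plus 3 SD of controls, cut at about 140% in these data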; also: values of inactives mirror those of a sister screen read the other way
# FLuc inh counter: firefly luciferase enzyme inhibitors, primary screen, artefact control for luciferase-based inhibitor screens, biochemical, luminescence, ATPLite; Luciferin 4-monooxygenase (Photinus pyralis), P08659; 10 min; inhibition, % at 10 µM; 200,000 tested, 1.5% active; AID 1006, 2008;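 active = inhibition above about 50% when tested at 10 µM, limit read from the data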
# Diaph act CS: compounds boosting diaphorase resazurin reduction – biochemical, uHTS, resorufin fluorescence, counter-screen for diaphorase-coupled primary assays, primary screen; Diaphorase/resazurin coupled assay, 16 min; active compounds read high; 1 = vehicle wells, 0 = NADH-free wells; activation factor at 20 µM; 190,000 tested, 0.005% active;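 active = diaphorase activity raised at least twofold by the compound at 20 µM; inactive = activation factor below 2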
#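 Assay system: bacterial diaphorase enzyme (C. kluyveri) / Input: enzyme 0.07 U/mL final / Medium: 50 mM HEPES pH 7.4 with 4.542 mM MgCl2, 0.005% Tween 20 / Doses: single compound dose of 20 µM, 1% DMSO final / Incubation: 16 min enzyme reaction, ambient temperature / Signal: fluorescence, excitation 544 nm and emission 590 nm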
# FLuc stim CS: FLuc activators, initial screening, artefact control for FLuc-dependent activation tests, biochemical, ATPlite luminescence | Luciferin 4-monooxygenase (Photinus pyralis), P08659 | ATPlite luciferase biochemical, 10 min; 0 = ATP-free wells, 1 = DMSO control | activation factor at 10 µM | 200,000 tested, under 10 active;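 active = luciferase activation factor, scaled between plate controls, of at least 2 with compound at 10 µM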
#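 Assay system: Luciferase/luciferin detection reagent, cell-free biochemical luciferase assay / Also added: ATP substrate / Schedule: 10 min at ambient temperature / Measured by: luminescence measurement of luciferase light output / Benchmarks: low control with PBS replacing ATP, high control enzyme plus ATP without compound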
# NF-kB neuron act: activators of NF-kB expression in neurons, primary screen, cell-based, HTS. 190,000 tested, 1.6% active. human neuronal cells, NF-kB reporter expression; active compounds read high. fold change at 12.5 µM; in the data active = fold change above about 3.3
# G6PDH CS: L. mesenteroides G6PDH inhibitors, counter-screen for G6PDH-coupled screening assays, biochemical, Leuconostoc mesenteroides enzyme. Purified L. mesenteroides G6PDH, diaphorase/resazurin coupled fluorescence, 45 min. inhibition, % at 5 µM. 200,000 tested, 0.12% active; in the data active = inhibition above about 50%
# TLR4-MyD88 BLA: inhibitors of TLR4-MyD88 association in cells, primary screen, cell-based, HeLa CL3-4, BLA complementation, FRET ratio. inhibition, % at 8.4 µM. Toll-like receptor 4 (Homo sapiens) + Myeloid differentiation primary response protein …. AID 861, 2007. HeLa CL3-4 TLR4/MyD88 BLA complementation. 200,000 tested, 0.18% active; in the data active = inhibition above about 25%;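 also: 0% = vehicle and 100% = reference inhibitor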
# Target sequence (O00206 whole entry, looked up): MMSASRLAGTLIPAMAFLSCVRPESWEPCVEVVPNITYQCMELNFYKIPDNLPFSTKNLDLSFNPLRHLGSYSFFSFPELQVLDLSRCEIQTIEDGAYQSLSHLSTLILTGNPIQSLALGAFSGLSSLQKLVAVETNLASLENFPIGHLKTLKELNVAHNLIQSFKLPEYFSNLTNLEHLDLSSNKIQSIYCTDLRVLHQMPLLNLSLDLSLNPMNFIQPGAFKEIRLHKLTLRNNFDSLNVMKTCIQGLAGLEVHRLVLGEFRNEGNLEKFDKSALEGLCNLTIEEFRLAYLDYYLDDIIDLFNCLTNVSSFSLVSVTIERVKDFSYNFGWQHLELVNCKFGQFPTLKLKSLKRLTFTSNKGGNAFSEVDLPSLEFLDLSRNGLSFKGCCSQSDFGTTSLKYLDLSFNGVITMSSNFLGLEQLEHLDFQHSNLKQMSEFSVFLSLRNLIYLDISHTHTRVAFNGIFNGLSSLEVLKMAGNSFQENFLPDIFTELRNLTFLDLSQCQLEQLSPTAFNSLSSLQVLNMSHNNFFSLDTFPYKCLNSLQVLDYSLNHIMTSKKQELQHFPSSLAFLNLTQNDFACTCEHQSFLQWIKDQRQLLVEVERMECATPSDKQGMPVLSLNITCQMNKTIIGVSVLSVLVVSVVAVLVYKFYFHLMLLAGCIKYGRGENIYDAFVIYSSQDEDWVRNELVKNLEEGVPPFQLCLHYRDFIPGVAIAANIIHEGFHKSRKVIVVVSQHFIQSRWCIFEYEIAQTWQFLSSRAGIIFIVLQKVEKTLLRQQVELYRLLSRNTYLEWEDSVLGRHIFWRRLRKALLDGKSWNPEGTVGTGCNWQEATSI
# Target sequence (Q99836 whole entry, looked up): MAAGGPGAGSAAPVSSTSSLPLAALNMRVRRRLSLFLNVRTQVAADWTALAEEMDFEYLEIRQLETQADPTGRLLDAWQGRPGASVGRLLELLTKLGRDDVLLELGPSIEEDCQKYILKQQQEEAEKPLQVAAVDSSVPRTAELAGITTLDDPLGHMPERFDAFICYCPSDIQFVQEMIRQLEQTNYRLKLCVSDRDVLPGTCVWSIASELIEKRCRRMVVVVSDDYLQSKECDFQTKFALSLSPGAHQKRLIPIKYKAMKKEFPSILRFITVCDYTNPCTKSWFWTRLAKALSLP
# APP transl inh: inhibitors of APP translation via 5'UTR reporter, primary screen, APP 5'UTR luciferase, SH-SY5Y cells | SH-SY5Y APP 5'UTR-luciferase reporter, luminescence | inhibition, % at 2 µM | 190,000 tested, 0.82% active | AID 1285, 2008;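 active = inhibition above a set limit, derived from the sample mean plus 3 SD, cut at about 45% in these data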; also: values of inactives mirror those of a sister screen read the other way
# Diaphorase inh: diaphorase inhibitors and chemical oxidizers, primary screen, counter-screen for diaphorase-coupled primary assays, biochemical, uHTS, resorufin fluorescence. AID 1217, 2008. inhibition, % at 20 µM. diaphorase resazurin-to-resorufin fluorescence, NADH, 16 min; bacterial (C. kluyveri) enzyme, not human. 190,000 tested, 0.69% active;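 active = primary screen inhibition at 20 µM above a set limit, cut at about 50% in these data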;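 also: plate controls were DMSO with full reaction for no effect and wells lacking NADH for full effect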
#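 Assay system – diaphorase enzyme from Clostridium kluyveri · Amount – diaphorase 0.14 U/mL (working solution) · Times – reaction incubation of 16 min at room temperature · Controls – No-NADH positive control and DMSO neutral control · Signal – resorufin fluorescence 544/590 nm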
# Active calls of the source: *; x = no result given.
# The line under a structure holds: STAT1 activator	APP 5'UTR act	FLuc inh counter	Diaph act CS	FLuc stim CS	NF-kB neuron act	G6PDH CS	TLR4-MyD88 BLA	APP transl inh	Diaphorase inh
1: O=C(Nc1ccccc1C(=O)NCCN1CCOCC1)c1ccc(Cl)cc1Cl
    91	-11	-6	1	1.1	1.4	3	-2	11	-2
2: COC(=O)c1ccc(COC(=O)C23CC4CC(CC(O)(C4)C2)C3)o1
    114	-27	-4	0.9	1	1	5	7	26	11
3: Cc1ccc(NC(=O)COC(=O)Cc2ccsc2)c(C)c1
    96	-1	0	1	1	0.95	-1	-5	1	4
4: CCN(CC)c1c([N+](=O)[O-])c(=O)sc2ccccc12
    106	-10	3	1	1	1.2	20	-8	10	3
5: CCOCCCNC(=O)CN1CCN(Cc2ccccc2C)C1=O
    100	11	-3	0.8	1	1.1	29	-13	-11	16
6: CC/C(C)=N/Nc1nc2sc3c(c2c(=O)[nH]1)CC(C)(C)OC3
    113	-5	4	1.1	1	0.9	-4	2	6	-6
7: CC(C)Oc1cccc(C(=O)NC(=S)NCc2cccnc2)c1
    92	-11	-6	0.8	1.1	1.1	-10	-10	11	22
8: O=C(Cc1c(Sc2ccccc2)c2ccccc2n1Cc1ccccc1)NCCO
    95	-14	-6	0.7	1.1	0.78	-6	3	14	27
9: Cc1cc(C)nc(SCc2nnc(SCC(=O)Nc3ncc(C)s3)n2Cc2ccco2)n1
    90	13	-7	0.9	1.1	0.86	-5	1	-13	11
10: O=C(CSc1ccc2c(c1)OCCO2)Nc1cccnc1Cl
    99	8	-5	0.9	1.1	0.9	4	15	-8	15
11: O=C1OCCC1Sc1nnc(-c2ccc(Cl)cc2)n1Cc1ccccc1 (centres undefined)
    97	-4	-4	0.9	1	1.1	1	7	4	7
12: O=C(O)C1CCCN1S(=O)(=O)c1cccs1 (centres undefined)
    100	6	-6	0.9	1.1	1.1	7	-12	-6	12
13: Cc1cc([N+](=O)[O-])ccc1NC(=O)c1ccco1
    104	0	-1	0.8	1	1.6	21	-3	0	16
14: CN(C)CCC1CCN(c2cc(C#N)c(C#N)cc2[N+](=O)[O-])CC1
    98	4	-7	1	1.1	1	0	-3	-4	5
15: CC(C)CNS(=O)(=O)c1ccc(CCC(=O)NC2CCCC2)cc1
    102	-14	-13	0.9	1.1	1.2	16	8	14	8
16: CCC(C)(C(=O)NC1CCCC1)N(C(=O)CC1NC(=O)NC1=O)c1c(C)n(C)n(-c2ccccc2)c1=O (centres undefined)
    103	5	-5	1	1.1	1.3	5	9	-5	-2
17: Cc1cc(C)n(-c2ccc([N+](=O)[O-])cc2)n1
    102	11	-3	0.9	1	1	-8	-8	-10	10
18: COc1ccc(CCNC(=O)Cn2nnc(-c3ccc(N(C)C)cc3)n2)cc1OC
    103	x	2	0.8	1	1.3	3	5	16	17
19: Cc1nc2c(Cl)cccc2[nH]1
    102	x	-4	0.9	1	1.1	0	-7	x	13
20: Cc1[nH]c2ccccc2c1/C=N/Nc1nc(N2CCCCC2)nc(N2CCCCC2)n1
    98	6	-6	0.8	1.1	0.72	9	1	-6	21
21: CCOCC(=O)Nc1c(C(=O)Nc2ccccc2OC)oc2ccccc12
    106	9	-4	1	1	1.2	4	-4	-9	-4
22: O=C(Cc1ccc(Cl)cc1)NCc1ccccc1Cl
    114	-20	9	1.1	0.9	1.3	6	-2	20	-5
23: CCN(CCCNC(=O)CCCn1c(=O)[nH]c2ccccc2c1=O)c1cccc(C)c1
    102	-4	-6	0.8	1.1	2.6	4	15	4	24
24: COc1ccc2nc(SCc3ccccc3C)nc(C)c2c1
    108	72	6	1	0.9	1.8	-13	1	-72	-2
25: CN(C)S(=O)(=O)c1ccc(NC(=O)N2CCOCC2)cc1
    100	0	-5	1	1	1.1	2	0	0	2
26: N#Cc1nc(Cc2cccc3ccccc23)oc1NCCCN1CCOCC1
    98	10	-7	0.9	1.1	1	-1	2	-10	12
27: CC1(C)CC(=O)C=C(Nc2ccc(Br)cn2)C1
    99	-8	-6	1.1	1.1	1	0	0	8	-11
28: COc1ccc(CCNC(=O)CCS(=O)(=O)c2ccc3c(c2)CCN3C(C)=O)cc1OC
    96	-3	-6	0.9	1.1	1.2	1	-5	3	12
29: Cc1ccnc(NC(=O)c2cccs2)c1
    125	77	41	0.9	0.6	2.4	4	2	-77	11
30: O=C(CCN1C(=O)C2C3CC(C(Br)C3Br)C2C1=O)OCC(=O)c1ccccc1 (centres undefined)
    99	-4	1	0.9	1	1.2	14	-4	4	13
31: O=C(CSc1nnc(NC2CCCCC2)s1)Nc1ccc2c(c1)C(=O)c1ccccc1C2=O
    139*	86	2	0.6	1	1.2	8	4	-86	44
32: CCN(CC)S(=O)(=O)c1cccc(C(=O)NCC(c2ccccc2)N(C)C)c1 (centres undefined)
    100	-9	-1	1	1	1.1	3	-8	9	-3
33: C=CCn1c(SCC(=O)NC(=O)c2cccc([N+](=O)[O-])c2)nnc1-c1ccccc1
    102	20	10	0.8	0.9	1.1	-1	-2	-20	20
34: Clc1ccccc1CN(Cc1ccco1)Cc1nnnn1C1CCCC1
    93	21	0	1.1	1	1.2	3	-5	-21	-5
35: CCc1cc2c3c(c(=O)oc2cc1O)CCCC3
    104	10	0	0.8	1	1.1	14	-7	-10	16
36: CCCCNC(=O)Nc1nnc(-c2ccc(OCC)cc2)o1
    95	0	-6	0.9	1.1	1.2	2	5	0	10
37: CCOCCCNC(=O)C(c1ccc(OC)cc1)N(Cc1cccs1)C(=O)c1ccccn1 (centres undefined)
    101	2	-1	0.9	1	1.7	6	2	-2	6
38: FC(F)(F)c1ccc2c(c1)NCC1CCCN21 (centres undefined)
    90	4	-1	0.7	1	1.3	1	8	-4	34
39: O=C(CCN1C(=O)C2(OCCO2)c2ccccc21)c1ccccc1
    91	15	-7	0.5	1.1	1.1	6	-4	-15	49
40: C=CCOc1ccc(CNc2nccs2)cc1OCC
    99	0	-6	0.9	1.1	0.99	-1	1	0	12
41: COc1ccccc1NC(=S)NC(=O)/C=C/c1ccco1
    97	14	0	0.7	1	1.2	14	2	-14	27
42: O=C(CSc1ncc(-c2ccc(F)cc2)n1Cc1ccco1)Nc1ccc2c(c1)OCO2
    138*	62	3	0.8	1	1.6	2	-8	-62	18
43: CC1(C)NC(=O)N(CCCCOc2ccc(Cl)cc2)C1=O
    97	-8	-5	0.9	1.1	1.1	4	-2	8	11
44: COc1ccc(N(CC(=O)Nc2ccccc2C(N)=O)S(=O)(=O)c2ccc(C)c([N+](=O)[O-])c2)cc1
    111	16	-7	0.8	1.1	1.1	8	-16	-16	24
45: Cc1[nH]n(-c2ccc([N+](=O)[O-])cc2)c(=O)c1C=NCCN1CCN(C(=O)c2ccc(Br)cc2)CC1
    94	3	4	0.8	1	1.1	3	-2	-3	21
46: COc1ccc(Nc2ccc(N3C(=O)CCC3=O)cc2[N+](=O)[O-])cn1
    100	-11	-4	0.9	1	0.88	-5	-1	11	8
47: CC(C)(CCl)C(=O)Nc1ccnc(-c2ccncc2)n1
    105	-13	-2	1.1	1	0.89	3	8	13	-12
48: OCC1(CC2CCCCO2)CCN(C/C=C/c2ccccc2)CC1 (centres undefined)
    97	3	11	1.1	0.9	1.4	15	-4	-2	-5
49: O=C(/C=C/c1ccco1)NCc1ccccn1
    106	3	-1	1	1	1.3	5	-8	-4	-2
50: O=C(CCCCn1c(=O)[nH]c2ccccc2c1=O)NC1CCN(Cc2ccccc2)CC1
    95	-38	-6	0.9	1.1	0.89	7	-8	38	12

# Arranged by value in FLuc stim CS (smallest number first): some entries from above.
no.	canonical_smiles	STAT1 activator	APP 5'UTR act	FLuc stim CS	NF-kB neuron act	TLR4-MyD88 BLA	APP transl inh
48	OCC1(CC2CCCCO2)CCN(C/C=C/c2ccccc2)CC1 (centres undefined)	97	3	0.9	1.4	-4	-2
45	Cc1[nH]n(-c2ccc([N+](=O)[O-])cc2)c(=O)c1C=NCCN1CCN(C(=O)c2ccc(Br)cc2)CC1	94	3	1	1.1	-2	-3
50	O=C(CCCCn1c(=O)[nH]c2ccccc2c1=O)NC1CCN(Cc2ccccc2)CC1	95	-38	1.1	0.89	-8	38

# Following part.
# The line under a structure holds: STAT1 activator	APP 5'UTR act	FLuc inh counter	Diaph act CS	FLuc stim CS	NF-kB neuron act	G6PDH CS	TLR4-MyD88 BLA	APP transl inh	Diaphorase inh
51: COCc1cc(=O)[nH]c(Sc2c(-c3ccccc3)c3ccc(Cl)cc3[nH]c2=O)n1
    101	8	-6	0.8	1.1	0.8	-4	8	-8	17
52: CC1Oc2ccccc2N(CC(=O)N(Cc2ccccc2)Cc2ccccn2)C1=O (centres undefined)
    98	-2	0	0.9	1	0.74	-13	-2	2	10
53: COc1ccc(N2C(=O)CSC23CCCCC3)cc1
    100	0	-7	1.2	1.1	1.1	9	0	0	-15
54: CC(C)Oc1ccc(-c2cc(=O)[nH]c(=O)[nH]2)cc1
    110	17	2	1	1	1.1	-9	-13	-17	1
55: Cc1ccc(S(=O)(=O)N(C)C)cc1NC(=S)NCCc1ccccn1
    99	6	-2	1	1	1.4	12	-15	-6	0
56: Cc1ccc(C(=O)N2N=C3c4ccccc4S(=O)(=O)N3[C@H]2N(C)C)cc1
    100	-16	-2	0.8	1	1.2	12	-4	16	23
57: CCN(CC)S(=O)(=O)c1cc(C(=O)OCC(=O)NC2CCCc3ccccc32)ccc1C (centres undefined)
    102	-10	-5	0.8	1.1	0.91	10	7	10	24
58: CCOC(=O)/C(=N\Nc1ccc(Cl)cc1)Sc1nnc(-c2ccc(OC)cc2)n1C
    93	-6	-4	0.8	1	1.1	1	-15	6	18
59: Cc1nc(C)c(CCNC(=O)c2ccccc2Br)s1
    94	5	-1	0.9	1	0.91	16	-4	-5	11
60: CC(=O)NCCN=Cc1sc2ccccc2c1O
    110	16	-2	0.8	1	1.1	1	-24	-16	22
61: COC(=O)c1sc(NC(=O)Cc2cccs2)nc1C
    116	23	6	1	0.9	1.7	-16	2	-23	3
62: Clc1cccc(-c2nn3c(-c4ccncc4)nnc3s2)c1
    x	x	-6	0.8	1.1	x	3	x	x	16
63: CCc1nn(CC(=O)Nc2ccc(Br)c(C)c2)c(=N)s1
    99	-9	2	1.3	1	0.72	6	-11	9	-26
64: CC(=O)N1CC=C2C(C#N)=C(N)C(C#N)(C#N)C(C)C2C1 (centres undefined)
    89	0	0	0.8	1	0.94	17	11	0	21
65: CC1CCCCC1NC(=O)c1ccc(N2CCCC2=O)cc1 (centres undefined)
    100	0	0	0.9	1	1.5	-5	2	0	12
